# yeast mlh1 rad18 = NCI yeast anticancer drug screen, S. cerevisiae mlh1 rad18 strain; 79,000 tested, 11% active; growth inhibition, % at 50 µM;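 note: 0% = growth of vehicle-only cultures of the same strain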
#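 Genetically defined yeast (DNA repair-deficient) exposed to compounds; growth inhibition determined relative to vehicle.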
# yeast mec2-1 = NCI yeast anticancer drug screen, S. cerevisiae mec2-1 strain | 79,000 tested, 9% active | growth inhibition, % at 50 µM;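 note: 0% = growth of vehicle-only cultures of the same strain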
#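 Readout is yeast growth inhibition, normalised to vehicle-treated controls, in the mec2-1 strain exposed to compound.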
# yeast rad50 = NCI yeast anticancer drug screen, S. cerevisiae rad50 strain. % growth inhibition at 50 µM. 79,000 tested, 10% active;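 note: 0% = growth of vehicle-only cultures of the same strain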
#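 A DNA repair-deficient yeast mutant serves as the test organism; compound-induced growth inhibition is calculated against vehicle-treated cells.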
# yeast bub3 = NCI yeast anticancer drug screen, S. cerevisiae bub3 mutant strain; 78,000 tested, 9.9% active; growth inhibition, % at 50 µM;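 note: 0% = growth of vehicle-only cultures of the same strain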
#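 In this screen, a yeast mutant lacking normal mitotic checkpoint function is challenged with compound. Relative growth versus vehicle gives the inhibition value.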
# cln2 rad14 = NCI yeast anticancer drug screen, S. cerevisiae cln2 rad14 strain; % growth inhibition at 50 µM; AID 165; 78,000 tested, 8.3% active;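 note: 0% = growth of vehicle-only cultures of the same strain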
#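 Growth inhibition, relative to vehicle-treated controls, is the read-out. The test organism is a yeast strain with defined genetic alterations, cln2 rad14.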
# sgs1 mgt1 = NCI yeast anticancer drug screen, S. cerevisiae sgs1 mgt1 strain; growth inhibition, % at 50 µM; 78,000 tested, 10% active;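 note: 0% = growth of vehicle-only cultures of the same strain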
#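 Compounds are added to genetically altered yeast, and growth is compared with cultures given vehicle alone to give percent inhibition.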
# * hit, by the source's call; x = not tested or not shown; & = joins results of further samples; ! = not confirmed by another sample. Cut-off read from the data, not from the text of the source: active = growth inhibition above about 70%; inactive = the rest.
no.	SMILES	yeast mlh1 rad18	yeast mec2-1	yeast rad50
1	COc1ccc2oc3cc(NCCN(C)C)ccc3c(=O)c2c1	-19	-22	-5
2	CCCC(=O)OCCC(C)C	22	10	31
3	O=c1ssc(=Nc2ccccc2)n1-c1ccccc1	99*	99*	99*
4	CC(=O)c1c(-c2ccc(Cl)cc2)c(-c2ccc(Cl)cc2)nn(CCO)c1=O	98*	98*	98*
5	O=[N+]([O-])c1cccc2nc3ccccc3c(NCCCN3CCCCC3)c12	98*	98*	97*
6	COc1ccc(/C=C/c2ccc3ccccc3n2)cc1	-16	-21	3
7	COc1cc(C(C)O)c[n+](CCC2CNc3ccccc32)c1 (centres undefined)	-21	-2	-5
8	N#C/C(=C/c1cccc2ccccc12)C(=O)c1ccccc1	-6	-3	37
9	CCN(CC)C1C(=O)NC1C#Cc1ccccc1 (centres undefined)	16	6	19
10	O=[N+]([O-])c1ccc(SC2=NCCCN2)c([N+](=O)[O-])c1	41	34	48

no.	yeast bub3	cln2 rad14	sgs1 mgt1
1	-20	16	-26
2	-14	-30	13
3	100*	100*!	99*
4	92*	89*	98*
5	97*	98*	97*
6	9	-46	2
7	6	19	6
8	-4	27	4
9	8	6	7
10	39	31	60

# Given field by field: two of the compounds above
3	O=c1ssc(=Nc2ccccc2)n1-c1ccccc1
  yeast mlh1 rad18 = 99*; yeast mec2-1 = 99*; yeast rad50 = 99*; yeast bub3 = 100*; cln2 rad14 = 100*!; sgs1 mgt1 = 99*
4	CC(=O)c1c(-c2ccc(Cl)cc2)c(-c2ccc(Cl)cc2)nn(CCO)c1=O
  yeast mlh1 rad18 = 98*; yeast mec2-1 = 98*; yeast rad50 = 98*; yeast bub3 = 92*; cln2 rad14 = 89*; sgs1 mgt1 = 98*

# The listing continues:
no.	SMILES	yeast mlh1 rad18	yeast mec2-1	yeast rad50
11	Cc1ccc(NCN2C(=O)c3ccccc3C2=O)cc1Cl	28	-6	20
12	CCCCC(C(=O)CCC(=O)Nc1ccc(Cl)c(Cl)c1)C(=O)C(C)C (centres undefined)	-2	-19	-7
13	COc1ccc(N2C(=O)CSC2c2c[nH]c3ccccc23)cc1 (centres undefined)	-47	-44	-39
14	CCSc1nc(N)c2c(-c3ccccc3)c3c(nc2n1)CCC3	-16	4	-12
15	Cc1ccccc1C(=O)NCC(=O)O	12	-28	11
16	Cc1n[nH]c(=O)n1C1CCCC1	6	2	8
17	CN(C)CCCNc1c2ccccc2nc2ccc(F)cc12	37	24	27
18	Cc1ccc2c(c1)C(CO)c1cc(C)ccc1-2	-2	57	63
19	CCCCCCCCCCCC(=O)Oc1c(Cl)c(Cl)c(C#N)c(Cl)c1Cl	87*	23	71*
20	C[N+](C)(CCCCCCOc1c(Br)cc(Br)cc1Br)Cc1ccc(Br)o1	100*	100*	100*

no.	yeast bub3	cln2 rad14	sgs1 mgt1
11	x	x	x
12	8	0	19
13	-44	-16	-50
14	6	-2	4
15	-4	4	8
16	-1	-13	2
17	43	82*	15
18	62	70	29
19	9	49	61
20	100*	99*	100*

# Entries above with an NH in an aromatic ring, in the order listed:
no.	SMILES	yeast mlh1 rad18	yeast mec2-1	yeast rad50
13	COc1ccc(N2C(=O)CSC2c2c[nH]c3ccccc23)cc1 (centres undefined)	-47	-44	-39
16	Cc1n[nH]c(=O)n1C1CCCC1	6	2	8

no.	yeast bub3	cln2 rad14	sgs1 mgt1
13	-44	-16	-50
16	-1	-13	2

# Continuation:
no.	SMILES	yeast mlh1 rad18	yeast mec2-1	yeast rad50
21	CN1CCCC1c1cccnc1 (centres undefined)	18&11	-23&-21	6&6
22	CC(=O)OCC1=CCCN(C)C1	2	7	-5
23	CCN(CC)CCOC(=O)C1(CC(C)C)CCCCC1	6	-2	19
24	Nc1nc2cc3nc(N)c(N)nc3cc2nc1N	15	15	-6
25	CCC(CC)(CO)CO	-2	-6	9
26	Cc1ccc(NN(C)c2ccc(C)cc2)cc1	3	16	34
27	CC1=NN(C(=O)c2ccccc2)C(=O)C1N=Nc1ccc([N+](=O)[O-])cc1 (centres undefined)	-3	-6	-3
28	OC(CNc1ccccn1)c1ccccc1 (centres undefined)	16	-45	-4
29	COc1ccc2c(c1)CCN=C2Cc1ccccc1CCCl	4	11	24
30	CC(C)C(C)(C)C(=O)C(C)(C)C(C)(C)C	8	-3	-12

no.	yeast bub3	cln2 rad14	sgs1 mgt1
21	-12&15	13&10	6&5
22	13	0	7
23	8	-16	22
24	13	35	13
25	-1	16	-4
26	28	13	-11
27	0	-11	-2
28	-34	29	-36
29	-17	-3	-36
30	3	-35	-10

# New compounds follow
no.	SMILES	yeast mlh1 rad18	yeast mec2-1	yeast rad50
31	O=S(=O)(CC(O)C(Cl)(Cl)Cl)NNc1ccccc1 (centres undefined)	6	-12	1
32	O=C1C=C(N2CCCC2)CC1	6	3	18
33	CCOC(=O)NC(Nc1ncn(C(NC(=O)OCC)(C(F)(F)F)C(F)(F)F)n1)(C(F)(F)F)C(F)(F)F	10	9	-9
34	O=C(CCCN1CCC2(CC1)CC(=O)N(N1CCCCCC1)C2=O)c1ccccc1	59	57	34
35	N#C/C(=C\C1CCC(OCC2CCCCC2)CC1)C1CCC([N+](=O)[O-])CC1 (centres undefined)	-14	-16	-18
36	Cc1ccc(Br)cc1C(=O)O	15	2	21
37	COc1ccc(CCNC2Oc3ccc([N+](=O)[O-])cc3-c3nc(C)c(C#N)cc32)cc1OC (centres undefined)	16	20	17
38	Cc1ccccc1NC(=O)Cc1csc2[n+]1C(=O)/C(=C/c1ccc([N+](=O)[O-])cc1)S2	20	-7	16
39	CN(C)CCOC1(Cc2ccc(Cl)cc2Cl)CCC(C(C)(C)C)CC1 (centres undefined)	99*	100*	99*
40	CCCCCCCCCCCCCCCCCC1=Nc2cc(C)c(C)cc2NC(=O)C1	-8	-32	-22

no.	yeast bub3	cln2 rad14	sgs1 mgt1
31	-26	4	0
32	-17	-43	0
33	-15	-6	-11
34	44	55	51
35	-6	-1	2
36	-6	14	15
37	32	6	1
38	9	-28	40
39	96*	98*	100*
40	-13	7	-30

# Later entries:
no.	SMILES	yeast mlh1 rad18	yeast mec2-1	yeast rad50
41	O=C1OC(O)C(Cl)=C1Cl (centres undefined)	37	5	20
42	N#CSCc1cc(Cl)c(CSC#N)c(Cl)c1Cl	31	22	-7
43	CCCCCCCCCCCCCCCC(=O)Nc1ccc(C(=O)C[n+]2ccc3c(NC(=O)CCC(=O)OC)cccc3c2)cc1	-11	-12	3
44	NC(=O)NOC(=O)c1ccccc1	97*	87*	85*
45	CCOC(=O)CCCN1CCC=C(C#N)C1	8	-2	13
46	COc1cc(CCC(C)=O)ccc1O	11	9	27
47	Cc1cc(N=Cc2c(CO)cnc(C)c2O)c(N=Cc2c(CO)cnc(C)c2O)cc1C	-11&-15	2&3	16&34
48	O=C(NCc1ccncc1)Nc1ccc(Cc2ccc(NC(=O)NCc3ccncc3)cc2)cc1	4	-19	-8
49	O=C(OCC1OCOC(COC(=O)c2ccccc2)C(OC(=O)c2ccccc2)C1OC(=O)c1ccccc1)c1ccccc1 (centres undefined)	20	8	10
50	CCOC(=O)NNC(=O)OCC	-21&-12	-28&-9	-30&-7

no.	yeast bub3	cln2 rad14	sgs1 mgt1
41	11	13	27
42	13	17	-3
43	9	-1	3
44	79*	87*	87*
45	13	-8	7
46	4	3	16
47	4&-48	-15&2	5&-25
48	4	15	0
49	-1	-14	-5
50	-25&-2	-20&-29	-14&-71

# More records follow:
no.	SMILES	yeast mlh1 rad18	yeast mec2-1	yeast rad50
51	Cc1ccc(S(=O)(=O)OCC2OCOC3C(CI)OCOC23)cc1 (centres undefined)	2	0	-4
52	COc1cc(NC(N)=O)ccc1Nc1c2ccc(N)cc2nc2cc(N)ccc12	28	23	70
53	C=C1C(=O)OC2CC3(C)OC(=CC3=O)/C(C)=C\C(OC(=O)C3(C)OC3C)C12 (centres undefined)	33	24	24
54	NC(=O)C(Cc1ccccc1Cl)c1ccccc1 (centres undefined)	13	-3	-8
55	CCCCOS(=O)OCCCC	-15	30	23
56	Cc1cc(=O)c2ccccc2n1CCCCCCCCCCn1c(C)cc(=O)c2ccccc21	26	0	-12
57	CCOC(=O)C(C)OC(=O)/C=C\C(=O)OC(C)C(=O)OCC (centres undefined)	21	-11	-4
58	C=C1CN(CCc2ccccc2)C(=S)S1	11	19	56
59	CC(C)n1ncc2c(N)ncnc21	-4	-2	4
60	COc1ccc(/C(CC2(O)C(=O)Nc3ccccc32)=N\NC(=O)NN)cc1O (centres undefined)	49	21	39

no.	yeast bub3	cln2 rad14	sgs1 mgt1
51	5	-5	-6
52	-15	43	9
53	22	28	43
54	-8	-43	-3
55	0	13	-6
56	-27	-22	-17
57	6	-1	0
58	1	4	22
59	21	-27	-7
60	-2	28	23

# Compound profiles, from the list above. Values in the order: yeast mlh1 rad18, yeast mec2-1, yeast rad50, yeast bub3, cln2 rad14, sgs1 mgt1
# `Cc1ccc(S(=O)(=O)OCC2OCOC3C(CI)OCOC23)cc1` (centres undefined) in the list: 2, 0, -4, 5, -5, -6
# `CCOC(=O)C(C)OC(=O)/C=C\C(=O)OC(C)C(=O)OCC` (centres undefined) in the list: 21, -11, -4, 6, -1, 0
# `NC(=O)C(Cc1ccccc1Cl)c1ccccc1` (centres undefined) in the list: 13, -3, -8, -8, -43, -3
# `COc1ccc(/C(CC2(O)C(=O)Nc3ccccc32)=N\NC(=O)NN)cc1O` (centres undefined) in the list: 49, 21, 39, -2, 28, 23
# `C=C1CN(CCc2ccccc2)C(=S)S1` in the list: 11, 19, 56, 1, 4, 22

# Next section.
no.	SMILES	yeast mlh1 rad18	yeast mec2-1	yeast rad50
61	ClC1CC/C=C\CC/C=C/CCC1Cl (centres undefined)	41	48	56
62	OC1(Cc2ccccc2)CCCCC1	-17&-10	8&3	27&-11
63	O=C(O)/C=C\c1ccc(OC(=O)c2ccccc2)cc1	33	-13	-1
64	COC(=O)c1cc2ccccc2c2ccccc12	-8	-13	8
65	COc1cc(C(=O)O)cc(OC)c1OC(C)=O	-9	-7	7
66	CCOC(=O)CN(c1sc(C)c(CC)c1C(=O)OCC)S(=O)(=O)c1ccc(C)cc1	-2	-20	-33
67	CC(O)C1OC(=O)C(O)C1O (centres undefined)	-6	5	-1
68	O=c1oc2c/c(=C\c3ccc([N+](=O)[O-])cc3)c(=O)c3cccc1c3-2	12	13	12
69	C1=C(c2ccccc2)[P+](c2ccccc2)(c2ccccc2)C=C(c2ccccc2)[P+]1(c1ccccc1)c1ccccc1	99*	100*	99*
70	CC1=NC(c2ccccc2)(C2(c3ccccc3)C(c3ccccc3)=C2c2ccccc2)C(=O)O1 (centres undefined)	87*	89*	86*

no.	yeast bub3	cln2 rad14	sgs1 mgt1
61	29	32	22
62	-24&-19	10&-5	13&-8
63	-5	-25	-21
64	10	-37	-7
65	-35	9	4
66	3	-87	-15
67	6	-6	-15
68	14	-8	42
69	99*	98*	99*
70	35	89*	87*

# (list continues)
no.	SMILES	yeast mlh1 rad18	yeast mec2-1	yeast rad50
71	CC(C)(C)c1ccc(S(=O)OCl)cc1 (centres undefined)	-20	2	33
72	CC[N-]c1nncs1.CC[N-]c1nncs1.CC[N-]c1nncs1.CC[N-]c1nncs1.[Cl][Rh][Cl]	98*	98*	98*
73	O=C(Nc1ccccc1Br)c1ccc(F)cc1	15	3	-1
74	CCCCC(C(C)=O)C(C)C (centres undefined)	10	5	10
75	CC(=O)Nc1ccc(C(=O)NN)cc1	7	21	23
76	CC(C)CCNCCCCCCl	67	37	62
77	COc1ccc(/C=C2\CCCC(C(NO)c3ccc(OC)cc3)C2=NO)cc1 (centres undefined)	18	-33	14
78	CC1CC(C)CC(C(O)(C(=O)O)C2CC(C)CC(C)C2)C1 (centres undefined)	99*	97*	99*
79	O=C(O)CCCCCc1ccccc1	13	-4	13
80	CNC1(C(N)=O)CCN(Cc2ccccc2)CC1	-8	-10	-15

no.	yeast bub3	cln2 rad14	sgs1 mgt1
71	-6	-26	-11
72	96*	91*	98*
73	15	-18	-11
74	-2	25	-18
75	10	12	21
76	27	37	37
77	23	1	27
78	94*	78*	100*
79	6	14	14
80	-4	1	-26

# Next structures:
no.	SMILES	yeast mlh1 rad18	yeast mec2-1	yeast rad50
81	Cc1cc(C(N)=O)c(C#N)c(=O)[nH]1	1	-7	-15
82	CCCC(=O)C(CC)C1(C(=O)OC)NC(=S)NC(=O)C1C#N (centres undefined)	-29	-22	-16
83	CC(=O)Nc1ccc[n+](C)c1	-2	18	1
84	O=C(O)C(=O)c1ccc(O)cc1O	15	3	-2

no.	yeast bub3	cln2 rad14	sgs1 mgt1
81	-6	-22	7
82	-36	-35	-29
83	33	-3	-7
84	2	-36	-8
